Screens from PubChem BioAssay.
GIRK2 activator = Activates human GIRK2-containing potassium channels; P48051; HEK293 GIRK2/NPY4 cells, thallium flux fluorescence; activation (% efficacy), % for hits at 37.5 µM; 34,000 tested, under 10 active;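 active = primary screen hit, no activity in plain HEK293 cells, and in GIRK2-only cells above 5% efficacy rising with concentration; inactive = the rest, including fluorescent compounds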;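 note: efficacy is normalized control-subtracted fluorescence 15 s after thallium addition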
Target sequence (P48051 whole entry, looked up): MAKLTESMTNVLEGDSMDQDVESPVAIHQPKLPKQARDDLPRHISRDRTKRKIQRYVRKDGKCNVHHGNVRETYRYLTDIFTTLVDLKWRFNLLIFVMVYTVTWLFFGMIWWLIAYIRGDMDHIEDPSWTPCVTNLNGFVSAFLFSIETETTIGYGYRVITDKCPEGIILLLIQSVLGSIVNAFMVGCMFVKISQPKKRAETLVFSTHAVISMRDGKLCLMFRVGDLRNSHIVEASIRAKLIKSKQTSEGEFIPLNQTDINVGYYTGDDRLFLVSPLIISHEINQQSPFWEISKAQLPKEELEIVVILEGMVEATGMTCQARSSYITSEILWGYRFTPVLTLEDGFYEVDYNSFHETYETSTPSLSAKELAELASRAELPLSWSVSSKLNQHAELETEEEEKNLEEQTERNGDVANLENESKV
Calls only; i = inactive.

SMILES	GIRK2 activator
Cc1ccc(-n2nnnc2SCC(=O)NC(C)C)cc1Cl	i
CN(c1ccsc1C(=O)Nc1cccc(Cl)c1)S(=O)(=O)c1ccccc1	i
CCOC(=O)c1ccccc1NC(=O)CN1CCCN(Cc2ccccc2Cl)S1(=O)=O	i
CC1CN(C)CCN1CC1CCN(S(=O)(=O)c2ccccc2)CC1 (configuration not stated)	i
COCCNC(=O)C(=O)Nc1c2c(nn1-c1ccc(OC)cc1)CS(=O)(=O)C2	i
CSc1nc(-c2ccccc2)c(NC(=O)c2ccco2)s1	i
CC(C)C(=O)N1CCc2ccc(NC(=O)CN3C(=O)CCC3=O)cc2C1	i
CCn1ccc(C(=O)N(Cc2ccccn2)c2nc3ccc(OC)cc3s2)n1	i
COCCNC(=O)C(=O)NCC1CCN(c2ccccn2)CC1	i
CC(=O)Nc1ccc(SCC(=O)Nc2ccc3c(c2)OCCO3)nn1	i
COc1cccc(-n2nnnc2SCC(=O)Nc2ccccc2Cl)c1	i
O=C(NC1CCc2ccccc21)c1nnn(-c2ccccc2Cl)c1-c1ccncc1 (configuration not stated)	i
O=C(Cc1ccc(Cl)cc1)NCCS(=O)(=O)N1CCN(Cc2ccccc2)CC1	i
COc1ccc(S(=O)(=O)Nc2ccc(C)c(N3CCCC3=O)c2)cc1C	i
O=C(CC1CCCC1)NCCOc1ccc2nnc(-c3ccccc3)n2n1	i
CCOc1ccc(NC(=O)CC23CC4CC(CC(C4)C2)C3)cc1	i
O=C(NCC(O)(c1ccco1)C1CC1)c1nc2ccccc2s1 (configuration not stated)	i
Cc1ccc(S(=O)(=O)NCC(=O)N/N=C\c2c[nH]c3ccccc23)cc1	i
CCCCN(C)S(=O)(=O)c1ccc(C(=O)Nc2nnc(Cc3cccs3)o2)cc1	i
CS(=O)(=O)N1CCCC1C(=O)Nc1nnc(-c2cccs2)o1 (configuration not stated)	i
CCOc1cccc2sc(N3CCN(C(=O)CCCS(=O)(=O)c4ccc(C)cc4)CC3)nc12	i
O=C(O)C1(CCc2ccc(Br)cc2)CCNCC1	i
CC(C)c1nnc(C2CCN(C(=O)c3cc(-c4ccc(F)cc4)nn3C)CC2)o1	i
COCCn1c(=NC(=O)c2ccn(C)n2)sc2cc(OC)ccc21	i
Cc1ccc(Cl)c2sc(=NC(=O)C3CCN(S(C)(=O)=O)CC3)n(C)c12	i
Cc1cc(C)n(-c2cc(NCCNC(=O)Nc3cccc(C)c3C)ncn2)n1	i
O=C(NCc1cccs1)C(=O)Nc1ccc(Cl)c(N2CCCS2(=O)=O)c1	i
CCCOc1cc(N2CCN(C(=O)Cc3ccc(Cl)cc3)CC2)nc(C)n1	i
Cc1ncc(Br)c(C(=O)O)n1	i
CCCCOc1ccccc1NC(=O)c1ccccc1OC	i

Reprinted at random: 7 entries already listed.
SMILES	GIRK2 activator
CS(=O)(=O)N1CCCC1C(=O)Nc1nnc(-c2cccs2)o1 (configuration not stated)	i
O=C(O)C1(CCc2ccc(Br)cc2)CCNCC1	i
CCCCOc1ccccc1NC(=O)c1ccccc1OC	i
Cc1cc(C)n(-c2cc(NCCNC(=O)Nc3cccc(C)c3C)ncn2)n1	i
CCCCN(C)S(=O)(=O)c1ccc(C(=O)Nc2nnc(Cc3cccs3)o2)cc1	i
Cc1ncc(Br)c(C(=O)O)n1	i
COCCn1c(=NC(=O)c2ccn(C)n2)sc2cc(OC)ccc21	i

Continued.
SMILES	GIRK2 activator
COc1ccc(C(=O)Nc2cc(C)nn2-c2nc3c(cnn3-c3cccc(C)c3C)c(=O)[nH]2)c(OC)c1	i
Cc1ccc(NC(=O)C(=O)NCc2ccccc2Cl)cc1N1CCCC1=O	i
CCc1ccc(OCCS(=O)(=O)Nc2cc(Cl)ccc2C)cc1	i
COc1cc(C(=O)N2CCN(c3ccc(N4CCCCC4C)nn3)CC2)cc(OC)c1OC (configuration not stated)	i
CCOC(=O)c1sc(NC(=O)c2ccn(CC)n2)nc1C	i
Cc1ccccc1-c1cn(CC(=O)NC2CCCCC2)nc1N1CCOCC1	i
COc1ccc(C)cc1Nc1nc(C(=O)N2CCN(S(C)(=O)=O)CC2)cs1	i
COC(=O)c1ccc(NC(=O)Cn2cnc3c(-c4ccccc4)csc3c2=O)cc1	i
CC1Cc2cc(-c3cc(CNC(=O)C4CCCC4)no3)ccc2O1 (configuration not stated)	i
COc1cc(-c2noc(-c3cc(-c4cccs4)[nH]n3)n2)cc(OC)c1OC	i
CC(=O)NC1C(O)C(O)C(CO)OC1n1nc(-c2ccccc2)n(C2CC2)c1=S (configuration not stated)	i
Cc1ccc(Cl)cc1NC(=O)Cc1csc(NC(=O)C2CCC(=O)N2)n1 (configuration not stated)	i
COc1ccc(-n2c(N)c(C(=O)NCc3ccco3)c3nc4ccccc4nc32)c(OC)c1	i
COc1ccccc1-c1nnc(NC(=O)c2cc(C)no2)o1	i
CCCCC1CCC(C(=O)N2CCN(c3ccc(-c4cccnc4)nn3)CC2)CC1 (configuration not stated)	i
CN1CCC(CNC(=O)C(=O)Nc2ccc(OC(F)(F)F)cc2)CC1	i
COc1ccc(Cl)cc1NC(=O)CSc1ccc(NC(=O)c2ccco2)nn1	i
COc1ccc(N2CCCS2(=O)=O)cc1NC(=O)Nc1ccc(Cl)cc1	i
COc1cccc(NC(=O)CSc2nnnn2-c2ccccc2C(F)(F)F)c1	i
Cc1cc(C(=O)N2CCOCC2)nn1CC(=O)Nc1ccc(Cl)cc1	i
CCOC(=O)N1CCN(Cc2cc(Cl)c3cccnc3c2O)CC1	i
CS(=O)(=O)N1CCCc2ccc(NC(=O)NC3CCCCC3)cc21	i
COc1ccc(SCCC(=O)Nc2cccc(Cl)c2Cl)cc1	i
CCn1ccc(C(=O)Nc2cccc(C)c2C)n1	i
Cc1ccc2nc(-c3ccc(NC(=O)Cn4cnc(C)cc4=O)cc3)sc2c1	i
COC(=O)N1CCC(CNC(=O)/C=C/c2ccccc2)CC1	i
CCOc1ccc(-n2nnnc2CN2CCN(C(=O)CC)CC2)cc1	i
Cc1ccc(S(=O)(=O)N2CCN(c3ccc(-c4ccco4)nn3)CC2)c(C)c1	i
CC(C)(CO)NC(=O)Cc1ccc(NC(=O)/C=C/c2cccs2)cc1	i
O=C(NCc1ccc2c(c1)OCO2)C(=O)NCC(O)(c1ccco1)C1CC1 (configuration not stated)	i
Cc1cccc(N2CCN(S(=O)(=O)CCN)CC2)c1	i
Cc1cccc(Nc2ccc(N3CCN(C(=O)Cc4c[nH]c5ccccc45)CC3)nn2)n1	i
O=c1c2nn(Cc3ccc(F)cc3)c(=O)n2ccn1-c1ccc(Br)cc1	i
Cc1nc(NCc2ccc(F)cc2)nc(N2CCCC2)c1[N+](=O)[O-]	i
COc1ccc(NC(=O)Nc2ccccc2C(F)(F)F)cc1N1CCCCC1=O	i
COc1nn(C)cc1C(=O)NCC(=O)Nc1ccccn1	i
COc1ccc(S(=O)(=O)NCCCCN2CCOC(c3ccccc3)C2)c(C)c1 (configuration not stated)	i
CCCCOc1ccc(C(=O)Nc2ccc3c(c2)CCC(=O)N3CCC)cc1	i
CSc1cccc(NC(=O)Cc2csc(Nc3ccccc3)n2)c1	i
O=C(O)COc1ncnc2ccccc12	i
O=C1OC(C(=O)NCc2ccco2)Cc2ccc(Cl)cc21 (configuration not stated)	i
Cc1cccc2sc(N(CCCN3CCOCC3)C(=O)c3ccnn3C)nc12	i
CSc1nc(=O)[nH]c2c1CCC2	i
Cc1ccc(NC(=O)C(=O)NCC(c2cccn2C)N(C)C)cc1F (configuration not stated)	i
Cn1nc(CNC(=O)NCc2cccc3ccccc23)c2ccccc2c1=O	i

Two entries from above, bar-delimited.
Molecule | GIRK2 activator
CCCCOc1ccc(C(=O)Nc2ccc3c(c2)CCC(=O)N3CCC)cc1 | i
CSc1cccc(NC(=O)Cc2csc(Nc3ccccc3)n2)c1 | i

Later entries:
SMILES	GIRK2 activator
COc1ccccc1OCC(=O)Nc1ccc(CC(=O)N2CCOCC2)cc1	i
COCCNC(=O)Cn1nc2c(c1NC(=O)C13CC4CC(CC(C4)C1)C3)CSC2	i
COc1ccc(-n2nnnc2SCC(=O)Nc2ccccc2C(=O)O)cc1	i
CCOc1ccc(-c2ccc(=O)n(CCCC(=O)Nc3cc(C)on3)n2)cc1	i
COC(=O)c1sccc1S(=O)(=O)N(CC(=O)NCc1ccccc1)c1ccccc1	i
O=C(NCCc1csc2nc(-c3cccs3)nn12)Nc1cccs1	i
COC(=O)c1ccc(NC(=O)Cc2csc(SCC(=O)c3ccccc3)n2)cc1	i
COc1cccc(C(CNC(=O)c2ccc(C)c(C)c2)N2CCOCC2)c1 (configuration not stated)	i
COc1ccc(NC(=O)c2nn(-c3ccc(F)cc3)cc2OCc2ccccc2)cc1OC	i
O=C(c1ccccc1)N1N=C(c2ccc(NS(=O)(=O)c3ccccc3)cc2)CC1c1ccco1 (configuration not stated)	i
O=C(Cc1cc(-c2ccccc2)on1)NCc1ccc2c(c1)OCO2	i
Cc1ccc(-c2c(C)nn3c(NCCN4CCOCC4)cc(C)nc23)cc1	i
O=C(Nc1ccc2c(c1)N(C(=O)c1cccs1)CC2)c1cc(-c2ccccc2)on1	i
COc1cc2nc(=S)n3[nH]c(C)nc3c2cc1OC	i
Cc1nnc2ccc(N3CCN(C(=O)Cc4cccc5ccccc45)CC3)nn12	i

The last 2 entries of the section above open the next one.
SMILES	GIRK2 activator
COc1cc2nc(=S)n3[nH]c(C)nc3c2cc1OC	i
Cc1nnc2ccc(N3CCN(C(=O)Cc4cccc5ccccc45)CC3)nn12	i
O=C(Cn1cnc(-c2ccccc2)cc1=O)Nc1ccc(OC(F)(F)F)cc1	i
COc1cn(CC(=O)NCCc2ccccc2)c(CSc2ccc(Cl)cc2)cc1=O	i
COc1ccccc1NC(=O)N1CCC(CNC(=O)C(=O)NCc2ccc3c(c2)OCO3)CC1	i
CC(C)OCCCNC(=O)CCCCCn1c(=S)[nH]c2ccc(Br)cc2c1=O	i
Cc1ccc2nc3c(cc(C(=O)Nc4ccccc4F)n3Cc3ccccc3)c(=O)n2c1	i
O=C(NCCCn1cccc1)c1ccc(-n2cccc2)cc1	i
CCOC(=O)CCC(=O)N1CCN(c2ccc(-c3noc(C(C)C)n3)cn2)CC1	i
CCN1CCN(C(=O)c2c(C(F)(F)F)nn(C)c2C)CC1	i
O=C(NCCc1csc(-c2ccc(F)cc2)n1)c1ccc2nsnc2c1	i
O=C(CSCc1ccccc1)NCC1CCN(C(=O)Nc2ccc(F)cc2)CC1	i
CCCOc1cn(-c2ccc(F)cc2)nc1C(=O)Nc1cccc(C(C)=O)c1	i
O=C(CCCn1nc(-c2cccs2)ccc1=O)NCc1ccco1	i
CC(O)(CNC(=O)CN1C(=O)CCC1=O)c1ccc2c(c1)OCO2 (configuration not stated)	i
O=C(Cc1c(F)cccc1Cl)Nc1cccc(-c2ccc3nncn3n2)c1	i
O=C(NCCc1c[nH]c2ccccc12)c1csc(NS(=O)(=O)c2cccs2)n1	i
O=C(CCc1csc(NC(=O)c2ccc(Cl)cc2)n1)NCCC1=CCCCC1	i
COc1ccc(CN(CC(=O)NCCc2ccccc2)S(=O)(=O)c2cccnc2)cc1	i
O=S(=O)(NCCOc1ccc(-c2ccc(F)cc2)nn1)c1cc(F)ccc1F	i
C=CCc1c(C)nc2c(-c3ccccc3)cnn2c1N1CCN(C)CC1	i
COc1ccc(-c2nnc(NC(=O)C3CCCN3S(=O)(=O)c3ccc(Cl)s3)o2)cc1OC (configuration not stated)	i
O=C(CSCc1ccccc1)N(Cc1ccccn1)Cc1ccco1	i
O=C(NCC1COC2(CCCCC2)O1)Nc1ccccc1 (configuration not stated)	i
O=C(Cn1ccc2ccn(Cc3ccccc3F)c2c1=O)Nc1ccc(F)c(Cl)c1	i
O=C(NCCCn1ccnc1)C(=O)NCc1cccs1	i
Cn1cccc1CN(C(=O)NCc1cccc2ccccc12)C1CC1	i
COc1cn(-c2ccc(F)cc2)nc1C(=O)Nc1cccc(SC)c1	i
Cc1ccc(Cl)cc1NC(=O)C(=O)NCC1CCN(Cc2ccccc2)CC1	i
COc1cc(OC)cc(C2=NC3(CCCC3)N(C(=O)c3ccc(OC)c(OC)c3)C2=S)c1	i
C=CCNC(=O)NCC1CCN(S(C)(=O)=O)CC1	i
CNC(=O)c1cccc(-c2noc(C3CN(CC(=O)Nc4nnc(C)s4)C3)n2)c1	i

Copied from above, 4 compounds:
SMILES	GIRK2 activator
O=C(Cn1ccc2ccn(Cc3ccccc3F)c2c1=O)Nc1ccc(F)c(Cl)c1	i
O=C(NCCCn1ccnc1)C(=O)NCc1cccs1	i
Cn1cccc1CN(C(=O)NCc1cccc2ccccc12)C1CC1	i
COc1cn(-c2ccc(F)cc2)nc1C(=O)Nc1cccc(SC)c1	i

Next section.
SMILES	GIRK2 activator
COc1ccc(/C=C/c2nnc(-c3cc(OC)c(OC)c(OC)c3)o2)cc1	i
Cc1ccc(C)c2[nH]c(=O)c(CCNC(=O)C(C)(C)C)cc12	i
COc1cn(CC(=O)Nc2cc(C(F)(F)F)ccc2Cl)c(CSc2ncccn2)cc1=O	i
Cc1cccc(Nc2ccc(N3CCN(C(=O)c4cccc(C(F)(F)F)c4)CC3)nn2)n1	i
COc1nn(C)cc1C(=O)NCC1(O)CCOCC1	i
CC1CCN(CCCNC(=O)c2ccc(Cn3c(=S)[nH]c4cc5c(cc4c3=O)OCO5)cc2)CC1	i
COCCN1CCC(CNC(=O)C(=O)Nc2cc(C)nc3ccccc23)CC1	i
COc1cn(CC(=O)NC2CCCCC2)c(CSc2ccc(Cl)cc2)cc1=O	i
Cc1cc(NC(=O)C(C)Oc2ccccc2)n(-c2nc3c(cnn3-c3ccc(C)c(C)c3)c(=O)[nH]2)n1 (configuration not stated)	i
COc1ccc(S(=O)(=O)Nc2nc(C(=O)NCc3ccccc3OC)cs2)cc1	i
COc1cccc(NC(=O)N2CC(c3nc(-c4ccsc4)no3)C2)c1OC	i
O=C1CN(C(=O)COc2ccccc2Cl)c2ccccc2N1	i
COc1ccccc1NC(=O)N1CCN(c2ccc(-c3ccncc3)nn2)CC1	i
O=C(Cc1csc(NC(=O)c2ccc[nH]c2=O)n1)NCc1cccs1	i
CCCN1C(=O)CCc2cc(NC(=O)c3cccc(OC)c3OC)ccc21	i

An excerpt, so the mix of outcomes need not match the whole.
